# Myeloid diff 2 – myeloid differentiation induction; AID 624256; ER-HoxA9 myeloid progenitors, lysozyme-GFP differentiation, flow cytometry; calls only at 10 µM; actives 1% (n = 360,000);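 active means normalized GFP-positive differentiation at or above the plate's own cutoff, the solvent-only control mean plus 3 SD; inconclusive means no clear call, values can overlap the other calls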;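 further: cells exposed to compound for four days before flow analysis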
# T cell HTS – T cell immune modulators affecting CD8 T cell-vesicle binding | 2C CD8+ T cell-vesicle binding, flow cytometry; stronger effect = lower value | calls only at 7 µM | actives 0.068% (n = 330,000);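 active means response, share of CD8 T cells binding vesicles, and their 90th percentile fluorescence all below set limits, cut at about 80% in these data, passing the limit was not always enough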
#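 Material: 2C TCR transgenic mouse naive CD8+ T cells, MACS-purified. Also added: QL9-charged Drosophila Ld/ICAM-1/B7-1 vesicles. Timing: binding 1.5 h at 37 °C. Measured by: high-throughput flow cytometry with anti-B7-1 and anti-CD8 staining. Read-out: percent CD8+ FL2 mean versus row control. Controls: Unloaded micro-vesicles (low), QL9 vesicles with 0.7% DMSO (high).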
# Hep lipid drop – modulators of hepatic lipid droplet formation; actives 0.4% (n = 240,000); AML12 mouse hepatocytes, oleate lipid droplets, BODIPY imaging; inhibition, % at 6.5 µM;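 active means lipid droplet intensity inhibited by at least 50%, with more than 500 cells counted; inconclusive means wells with under 300 cells, treated as cytotoxic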
#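 Assay system: AML12 mouse liver cells | Compound: 6.5 µM single-point dosing | Schedule: Overnight exposure | Technique: Fluorescence imaging, 20x objective, two fields per well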
# Hep lipid drop cells 6.5 µM – also measured in Hep lipid drop; calls as there; cell count; measured here: cell count, cytotoxicity flag;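 cells counted across two imaged fields per well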
# T cell HTS vesicle-bound % – second read-out of T cell HTS, no call of its own (marks repeat the call); double positive events, %; measured here: CD8+ vesicle-bound cell fraction;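 binding gate set so that unloaded-vesicle control wells show 10% double positive cells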
# Myeloid diff 2 GFP+ MAC1+ % – further read-out of Myeloid diff 2, marked with its call; GFP+ MAC1+ double positive, %; measured here: differentiation confirmed by MAC1 staining
# * hit, by the source's call; i = inactive; ? = inconclusive; . = no result given. Some of the compounds tested (hit frequency here may not be typical).
# Below each compound – Myeloid diff 2 GFP+ MAC1+ %	Myeloid diff 2	T cell HTS	T cell HTS vesicle-bound %	Hep lipid drop cells 6.5 µM	Hep lipid drop
COc1ccc(C(O)(CCC(C)C)C(CN2CCOCC2)c2ccc(Cl)cc2)cc1 (centres undefined)
→ 1.9	i	i	35	813	-5
COCCNc1nc(N)c([N+](=O)[O-])c(N2CCCCCC2)n1
→ 0.5	i	i	10	835	-8
O=C1c2ccccc2NC(c2ccc(O)c(O)c2)N1c1ccccc1Cl (centres undefined)
→ 0.4	i	i	39	850	1
COc1ccc(CC(=O)NCC2CCCN(Cc3ccc(SC)cc3)C2)cc1 (centres undefined)
→ 0.2	i	i	8	781	-16
O=C(O)c1ccc(S(=O)(=O)NCc2cccnc2)cc1
→ 0.4	i	i	23	427	5
Cc1cnc(=O)[nH]c1SCc1ccc(C(F)(F)F)cc1
→ 2.0	i	i	26	735	4
COC(=O)c1ccc(-c2nc(CN3CCC(C(=O)N4CCOCC4)CC3)c(C)o2)cc1
→ 0.0	i	i	5	800	-19
CCOc1ccc(N(CC(=O)N2CCCCC2)S(=O)(=O)c2ccc(Cl)cc2)cc1
→ 0.8	i	i	20	734	-4
N#CCCc1cccc(CCC#N)c1
→ 1.4	i	i	16	785	-7
CC(C)c1ccc(NC(=O)C2CC2c2ccccc2)cc1 (centres undefined)
→ 0.4	i	i	53	769	-5
CCN(CC)c1ccc(/C=N/NC(=O)C2CC2)cc1
→ 2.7	i	i	8	880	8
COC(=O)c1nn(-c2cccc(Cl)c2)cc(OC)c1=O
→ 0.4	i	i	27	402	8
O=C(CC1C(=O)NCCN1Cc1cccc(C(F)(F)F)c1)NCCc1cnccn1 (centres undefined)
→ 5.2	i	i	15	833	12
Cc1occc1C(=O)N/N=C/c1ccc(-c2cccc([N+](=O)[O-])c2)o1
→ 0.2	i	i	9	715	-3
COc1ccc(-c2c(NC(=O)c3ccco3)oc3ccccc3c2=O)cc1
→ 2.1	i	i	31	720	-4
CC(C)NC(=O)c1ccc(CN2CCC(Cc3ccccc3)CC2)cc1
→ 0.3	i	i	54	849	14
Cc1nnc2c(N3CCN(CCO)CC3)nc3ccccc3n12
→ 0.2	i	i	36	781	0
CSc1ccc(C(=O)C2CCCN(C(=O)Cn3cnnn3)C2)cc1 (centres undefined)
→ 1.4	i	i	67	847	-1
COc1ccc(N(C(=O)c2snc(C(N)=O)c2N)C(C(=O)NCc2ccc(F)cc2)c2ccc(C)o2)c(OC)c1 (centres undefined)
→ 0.5	i	i	37	779	-10
CC(CC(F)(F)F)N1CCC(n2nccc2NC(=O)CCOc2ccccc2)CC1 (centres undefined)
→ 2.3	i	i	44	697	-12
Cc1nn(C)c(Cl)c1CN1CCC(Oc2ccc(C(=O)N3CCCC3)cc2)CC1
→ 0.6	i	i	31	753	2
CC(C)[C@H](NC(=O)C1CCN(S(=O)(=O)c2ccccc2)CC1)C(=O)NCc1ccncc1
→ 4.0	i	i	9	689	-1
CC(C)N(CC(N)=O)c1ncnc2sc(-c3ccccc3)cc12
→ 0.6	i	i	50	800	26
CSc1ccc(/C=C2/C(=N)N3N=C(CC(=O)N4CCCC4)SC3=NC2=O)cc1
→ 0.0	i	i	12	768	15
O=c1[nH]c2ccccc2c2cn(-c3ccccc3)nc12
→ 0.9	i	i	27	739	-14
CSCCC(NC(=O)/C(=C\c1ccco1)NC(=O)c1ccco1)C(=O)O (centres undefined)
→ 0.4	i	i	66	836	7
COc1ccc(Cn2nc(C(=O)O)c3ccccc3c2=O)cc1F
→ 0.6	i	i	32	845	-2
COc1ccccc1N1C(=O)c2ccccc2NC1c1ccc(O)cc1 (centres undefined)
→ 0.4	i	i	19	406	-2
COc1cc2ccccc2cc1C(=O)Nc1ccc(C)cn1
→ 2.3	i	i	13	813	-1
CCOC(=O)CSc1nc2c(sc(=S)n2-c2ccc(CC)cc2)c(=O)[nH]1
→ 0.5	i	i	48	850	-5
O=C(CSc1nc2scc(-c3ccccc3)c2c(=O)[nH]1)N1CCOCC1
→ 0.5	i	i	28	643	2
CCc1cccc(C)c1N=Cc1c(O)c2ccccc2oc1=O
→ 0.7	i	i	48	816	1
COc1ccc(OC)c(N(CC(=O)N2CCCC2)S(=O)(=O)c2ccccc2)c1
→ 3.4	i	i	20	477	-5
CCOC(=O)CSc1nnc(NC(=O)CN2CCCCC2)s1
→ 0.7	i	i	58	666	-1
CN(CC(=O)Nc1ccccc1C(F)(F)F)C(=O)CC1OC(=O)c2ccccc21 (centres undefined)
→ 2.0	i	i	11	787	-6
CC(=O)Oc1ccc(-c2nc3ccccc3c(=O)o2)cc1
→ 0.3	i	i	51	871	18
CCCn1c(COc2ccccc2OC)nc2ccccc21
→ 0.3	i	i	28	854	-3
Cc1ccc(CSCCNC(=O)CN(c2ccc(F)cc2)S(C)(=O)=O)cc1
→ 0.5	i	i	25	777	1
Cc1ccc(C)c(S(=O)(=O)NC(C)C(=O)NCc2ccccn2)c1 (centres undefined)
→ 0.9	i	i	33	698	-6
CC(C)CNc1ncnc2c1cnn2Cc1ccccc1Cl
→ 1.6	i	i	54	801	-2
Cc1c(C)c2ccc(OCC(=O)N(C)C3CCS(=O)(=O)C3)c(C)c2oc1=O (centres undefined)
→ 7.2	i	i	10	740	1
CC(=O)N/C(=C\c1ccccc1)C(=O)OCc1cccc(S(=O)(=O)N(C)C)c1
→ 0.8	i	i	23	711	-22
CN(C)Cc1c(C(=O)N/N=C/c2ccc(OCc3c(F)cccc3Cl)cc2)nnn1-c1nonc1N
→ 1.2	i	i	32	683	-3
Cc1ccccc1C(=O)N1CCC(C(=O)NC2CCCCCC2)CC1
→ 0.3	i	i	6	774	-4
Cc1ccccc1CNC(=O)Nc1ccc(Cl)cc1
→ 0.8	i	i	60	866	-10
O=C(CCn1c(=S)[nH]c2cc3c(cc2c1=O)OCO3)NCc1ccc(Cl)cc1
→ 1.0	i	i	43	705	3
CCN(CC)CCNC(=O)c1cc(-c2cccnc2)nc2ccc(S(=O)(=O)N3CCC(C)CC3)cc12
→ .	?	i	24	654	-5
Cc1cc(C(=O)NC2CC(C)(C)Cc3c2cnn3-c2ccccc2)n(C)n1 (centres undefined)
→ 0.5	i	i	67	688	20
O=C(CNC(=O)c1ccc(Br)cc1)N=Nc1c(O)[nH]c2ccc([N+](=O)[O-])cc12
→ .	?	i	20	828	-3
CCOc1ccccc1NC(=O)c1cc(=O)c2ccccc2o1
→ 1.1	i	i	11	770	7
CCN1C(=O)[C@@H]2[C@H](C1=O)[C@@H]1C(=O)Nc3ccccc3C(=O)N1[C@@H]2c1cccc(Cl)c1
→ 1.0	i	i	34	816	13
Cc1[nH]c(=O)[nH]c(=O)c1S(=O)(=O)N1CCCc2ccccc21
→ 3.1	i	i	31	748	0
O=C(OCC(O)COc1ccccc1)c1ccc([N+](=O)[O-])cc1 (centres undefined)
→ 0.9	i	i	4	829	-12
CCN(CCCNC(=O)CNC(=O)c1nn(-c2ccc(OC)cc2)c(=O)c2ccccc12)c1cccc(C)c1
→ 3.9	i	i	50	820	-3
C[C@H]1CCC2[C@](C)(CO)[C@@H](O)CC[C@]2(C)[C@@]12CCC(CO)(CCO)O2 (some centres undefined)
→ 0.5	i	i	21	695	-10
CCc1nn2c(N3CCOCC3)cc(C)nc2c1-c1ccccc1
→ 0.3	i	i	59	749	28
COc1ccc(CNC(=O)CSc2nnc3c(n2)[nH]c2ccc(C)cc23)cc1
→ 1.0	i	i	33	761	0
COc1ccc(CNC(=O)[C@H](Cc2ccccc2)NC(=O)C2CCN(C(=O)[C@H](C)N)CC2)cc1
→ 4.7	i	i	33	785	-2
Cc1ccc(S(=O)(=O)N2CCN(C(=O)c3ccc(Br)o3)CC2)c(C)c1
→ 4.4	i	i	48	790	-3
COc1ccc(OCC(O)CNS(=O)(=O)c2ccc(NC(C)=O)cc2)cc1 (centres undefined)
→ 0.1	i	i	20	808	-20

# Part of the list above, with tabs:
Molecule	Myeloid diff 2 GFP+ MAC1+ %	Myeloid diff 2	T cell HTS	T cell HTS vesicle-bound %	Hep lipid drop cells 6.5 µM	Hep lipid drop
CCc1cccc(C)c1N=Cc1c(O)c2ccccc2oc1=O	0.7	i	i	48	816	1
COc1ccc(OC)c(N(CC(=O)N2CCCC2)S(=O)(=O)c2ccccc2)c1	3.4	i	i	20	477	-5
CCOC(=O)CSc1nnc(NC(=O)CN2CCCCC2)s1	0.7	i	i	58	666	-1
CN(CC(=O)Nc1ccccc1C(F)(F)F)C(=O)CC1OC(=O)c2ccccc21 (centres undefined)	2.0	i	i	11	787	-6

# The main list resumes, starting six compounds before the break.
# Below each compound – Myeloid diff 2 GFP+ MAC1+ %	Myeloid diff 2	T cell HTS	T cell HTS vesicle-bound %	Hep lipid drop cells 6.5 µM	Hep lipid drop
C[C@H]1CCC2[C@](C)(CO)[C@@H](O)CC[C@]2(C)[C@@]12CCC(CO)(CCO)O2 (some centres undefined)
→ 0.5	i	i	21	695	-10
CCc1nn2c(N3CCOCC3)cc(C)nc2c1-c1ccccc1
→ 0.3	i	i	59	749	28
COc1ccc(CNC(=O)CSc2nnc3c(n2)[nH]c2ccc(C)cc23)cc1
→ 1.0	i	i	33	761	0
COc1ccc(CNC(=O)[C@H](Cc2ccccc2)NC(=O)C2CCN(C(=O)[C@H](C)N)CC2)cc1
→ 4.7	i	i	33	785	-2
Cc1ccc(S(=O)(=O)N2CCN(C(=O)c3ccc(Br)o3)CC2)c(C)c1
→ 4.4	i	i	48	790	-3
COc1ccc(OCC(O)CNS(=O)(=O)c2ccc(NC(C)=O)cc2)cc1 (centres undefined)
→ 0.1	i	i	20	808	-20
Cc1nc(-c2ccc([N+](=O)[O-])cc2)nc2[nH]ccc(=O)c12
→ 0.7	i	i	13	789	-25
CCN(CC)S(=O)(=O)c1ccc2oc(Nc3ccccc3)nc2c1
→ 1.9	i	i	34	745	-19
CCCc1nc(SCC(=O)O)c2sc(=S)n(-c3ccccc3)c2n1
→ 0.4	i	i	20	798	-14
O=C(O)/C=C/c1ccc(S(=O)(=O)Nc2ccccc2C(=O)Nc2ccc(F)cc2)cc1
→ 0.6	i	i	27	839	-13
COc1cc(/C=N/NC(=O)c2ccncc2)ccc1OC(=O)c1cccc(F)c1
→ 0.0	i	i	12	679	-73
Cc1nn(CC(=O)NCC(C)c2ccccc2)c(=O)c2cc3occc3n12 (centres undefined)
→ 0.8	i	i	34	697	4
O=C(Nc1cccc(NC(=O)c2cccc([N+](=O)[O-])c2)n1)c1cccc([N+](=O)[O-])c1
→ 1.0	i	i	57	798	0
CCOc1ccc(Nc2ncnc3c2cnn3C)cc1
→ 0.8	i	i	59	816	10
COc1ccccc1NC(=O)CSC1=NC(=O)C(Cc2ccccc2)C(=O)N1 (centres undefined)
→ 2.2	i	i	47	814	-5
O=C(NNC(=O)C1CC=CCC1)c1ccccc1Cl (centres undefined)
→ 0.7	i	i	52	820	4
COc1ccc(-c2c(NCCc3ccccc3)c(=O)c2=O)cc1
→ 1.5	i	i	14	876	15
COc1ccc(CN(CC(=O)NCCc2ccccc2)C(=O)CCC(=O)Nc2ccccn2)cc1
→ 2.7	i	i	28	827	-6
CC12CCC(=O)C=C1CCC1C2C(=O)CC2(C)C1CCC2(O)C(=O)CO (centres undefined)
→ 1.1	i	i	33	809	3
CCOCCCn1c(SCC(=O)Nc2ccccc2OC)nc2ccccc2c1=O
→ 0.3	i	i	7	874	5
Cc1cc(C(=O)NC2CCCc3c2cnn3-c2ccc(C(C)(C)C)cc2)n[nH]1 (centres undefined)
→ 0.6	i	i	31	736	6
CCN(C(=O)COC(=O)c1c(-c2ccccc2)noc1C)c1c(N)n(Cc2ccccc2)c(=O)[nH]c1=O
→ 1.8	i	i	17	705	-4
O=C(c1ccccc1)N1N=C(C(F)(F)F)CC1(O)c1ccccc1O (centres undefined)
→ 0.2	i	i	36	825	-3
Cc1ccc(-c2nc(NCCCO)c3ccccc3n2)cc1
→ 0.4	i	i	47	858	6
COc1cccc(C2/C(=C(/O)c3ccc4c(c3)CC(C)O4)C(=O)C(=O)N2c2nnc(C)s2)c1 (centres undefined)
→ 1.4	i	i	52	619	-8
C=Cc1ccc(Cn2nc(-c3ccccc3)ccc2=O)cc1
→ 0.4	i	i	23	820	-5
CC(=O)C1=C(c2ccccc2)NC(=O)NC1c1cccs1 (centres undefined)
→ 1.1	i	i	56	832	-3

# Assay outcomes (PubChem BioAssay)
